Compound activity as filed in PubChem BioAssay.
dFosB activator: mouse delta FosB homodimer activation; purified delta FosB, TAMRA-CDK5 oligo fluorescence polarization; percent of positive-control signal above neutral wells; activation, % at 25 µM; 340,000 compounds, 0.99% hits; AID 493131;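 active = mean activation above about 17%, with every replicate also reaching it, limit read from the data, passing the limit was not always enough; inconclusive = only one of the two conditions met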;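 also: fluorescence polarization rise as delta FosB binds a TAMRA Cdk5 AP-1 oligo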
Target sequence (P13346 whole entry, looked up): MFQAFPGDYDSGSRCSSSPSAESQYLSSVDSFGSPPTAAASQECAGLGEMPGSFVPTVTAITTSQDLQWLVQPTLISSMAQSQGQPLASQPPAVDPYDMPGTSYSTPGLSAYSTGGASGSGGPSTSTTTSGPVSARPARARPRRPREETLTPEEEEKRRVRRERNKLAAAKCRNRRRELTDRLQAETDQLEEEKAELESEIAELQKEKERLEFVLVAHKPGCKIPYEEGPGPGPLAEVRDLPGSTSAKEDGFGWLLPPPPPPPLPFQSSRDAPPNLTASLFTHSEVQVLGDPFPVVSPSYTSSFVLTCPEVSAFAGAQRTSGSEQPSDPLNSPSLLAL
CAL PDZ FP-1: blocks peptide binding to the human CAL PDZ domain | 300,000 compounds, 0.92% hits | inhibition, % at 24.9 µM | purified CAL PDZ, TMR-peptide fluorescence polarization, 1 h | AID 602252;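 active = mean inhibition of at least 30% with at least half of replicates also reaching 30%; inconclusive = no clear call, values can overlap the other calls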;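 also: 0% = DMSO neutral control and 100% = excess unlabeled competitor peptide PRC23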
Rtt109 HAT inh: C. albicans Rtt109 histone acetyltransferase inhibition; Q5AAJ8; purified Rtt109/Vps75, ThioGlo CoA-SH fluorescence, 4 h; inhibition, % at 34.9 µM; 330,000 compounds, 0.16% hits; AID 540336;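 active = inhibition of at least 50% in every replicate; inconclusive = best replicate reaches 50% inhibition but some replicates fall short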
Target sequence (Q5AAJ8 whole entry, looked up): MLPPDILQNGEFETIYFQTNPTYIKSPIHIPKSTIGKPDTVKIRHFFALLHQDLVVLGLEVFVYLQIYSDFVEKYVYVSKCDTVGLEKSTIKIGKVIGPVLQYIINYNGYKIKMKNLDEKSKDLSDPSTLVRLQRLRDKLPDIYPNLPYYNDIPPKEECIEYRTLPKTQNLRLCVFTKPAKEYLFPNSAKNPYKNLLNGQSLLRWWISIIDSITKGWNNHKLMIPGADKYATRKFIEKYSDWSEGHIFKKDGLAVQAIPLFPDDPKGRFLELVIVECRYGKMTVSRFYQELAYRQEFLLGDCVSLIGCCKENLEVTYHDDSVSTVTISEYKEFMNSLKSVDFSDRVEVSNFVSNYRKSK
V-ATPase pHluor: yeast V-ATPase proton transport regulation by pHLuorin | S. cerevisiae, pHLuorin cytosolic pH fluorescence | response, % at 10 µM | 350,000 compounds, 0.37% hits; in the data active = response mostly above about 7.3%, no sharp cut-off; inactive = mostly below about 5.4%; also: actives read high; inactives centre near 0; some compounds called inactive have numbers as strong as hits
Tat export inh: blocks Tat-dependent protein export in E. coli | 340,000 compounds, 0.036% hits | AID 488895 | inhibition, % at 10 µM | E. coli MC4100 TorA-mCherry Tat export, fluorescence;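 active = mean replicate inhibition at least 50% and at least half of replicates individually reaching 50%; inconclusive = only one of the two criteria met; inactive = neither criterion met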;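 also: exported cargo escapes ClpAP degradation while cytoplasmic cargo is degraded and loses fluorescence; 0% = median of neutral control wells and 100% = median of NaSCN control wells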
RTF Ca sens act: increases calcium sensitivity of human cardiac regulated thin filaments; P19429+P45379; IANBD-labeled TnC RTF fluorescence at EC20 calcium; 0% EC20 calcium, 100% full calcium; activation, % at 7.2 µM; 340,000 compounds, 0.24% hits; AID 493008;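 active = activation above the mean over all tested compounds plus 3 SD, cut at about 30% in these data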;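 also: rise in fluorescence read as greater calcium sensitivity of cardiac thin filaments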
CDK5 p35 inh: blocks human CDK5/p35 kinase activity. Q00535+Q15078. inhibition, % at 10 µM. AID 488839. 330,000 compounds, 0.01% hits. Recombinant CDK5/p35, ADP-Glo luminescence, 60 min;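 active = highest replicate inhibition of at least 50% and at least 75% of replicates reaching 50%; inconclusive = only one of the two criteria met; inactive = both criteria failed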;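 also: plate controls were DMSO neutral control for no effect and GW8510 at 10 µM for full effect; many of its hits are not listed in these tables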
CAL PDZ FP-2: blocks peptide binding to human CAL PDZ domain | 330,000 compounds, 0.02% hits | AID 504414 | purified CAL PDZ, TMR-peptide fluorescence polarization, 1 h | Q9HD26 | inhibition, % at 20 µM;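 active = highest replicate inhibition of at least 40%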;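 also: plate controls were DMSO neutral control wells for no effect and unlabeled competitor peptide control wells for full effect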
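Test system: purified CerCALP PDZ construct; Compound dosing: one concentration, 20 µM compound; Also added: TMR-labelled reporter peptide T*-PRC34 bound in PDZ groove; Read-out: inhibition from polarization loss; Controls: unlabelled peptide and DMSO controls; Signal: FP readout, S and P plane fluorescence; Incubation: 1 h at RT.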
MITF act: increases MITF-driven TRPM1 promoter luciferase signal | activation, % at 12.5 µM | 300,000 compounds, 0.75% hits | SK-MEL-5 TRPM1-promoter luciferase, 24 h; % of positive control, neutral wells = 0;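 active = mean activation of at least 80% with every replicate also reaching 80%; inconclusive = mean reaches 80% but some replicate falls short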;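 also: 0% = neutral control wells and 100% = parthenolide positive control wells; values of inactives mirror those of a sister screen read the other way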
Wnt act: activators of Wnt/beta-catenin signaling | Wnt/beta-catenin reporter cell assay, activator, plate reader | activation, % at 9.35 µM | 300,000 compounds, 1.2% hits | AID 743398; in the data active = activation above about 30%, passing the limit was not always enough; inconclusive = no clear call, values can overlap the other calls;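 also: 0% = neutral control wells and 100% = positive control wells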
Numbers without * were called inactive; ? = inconclusive; . = not tested or not shown; & = joins results of further samples.

SMILES	dFosB activator	CAL PDZ FP-1	Rtt109 HAT inh	V-ATPase pHluor	Tat export inh	RTF Ca sens act	CDK5 p35 inh	CAL PDZ FP-2	MITF act	Wnt act
Cc1cccc(CSc2nc(N)c(C#N)c(-c3cccs3)c2C#N)c1	4	-4	6	-2	1	7	-1.1	-0.4	.	.
CN(C(=O)CSc1n[nH]c(N)n1)C1CCCCC1	-5	-6	0	1	5	-2	0.8	0.8	0	-8
CC(C)(C)c1ccc(-c2noc(CNC(=O)c3ccco3)n2)cc1	-10	-3	-11	-5	-25	2	-0.4	-2.9	9	2
Cc1cc(C)c(S(=O)(=O)NCc2cccs2)cc1C	-10	-2	-2	3	4	1	3.9	-1.7	0	-1
Cc1ccc2c(c1)NC(=O)C(N1CCOCC1)(C(F)(F)F)O2 (stereo unspecified)	-1	-4	-15	-2	4	-2	0.5	-0.6	3	.
COc1ccc2c(c1)cc1c(=O)n(CC(=O)NCCCOC(C)C)nc(C)n12	-7	-4	5	5	-5	1	1.1	0.5	1	-1
CCOC(=O)C1=C(C)NC(=O)C1CC(=O)O (stereo unspecified)	5	-2	-7	0	0	-1	1.8	0.0	9	.
COc1ccccc1CNC(=O)COC(=O)c1cc2ccccc2o1	31*	.	6	-3	3	-4	1.4	-0.3	9	2
CS(=O)(=O)c1cccc(C(=O)NCc2ccc(F)cc2)c1	6	0	-24	0	0	5	-0.4	.	0	1
Cc1ccsc1C(=O)N/N=C/C=C/c1ccccc1[N+](=O)[O-]	-1	79*	2	2	-8	5	-0.4	-1.4	44	.
COc1ccc(C(C#N)CCC2OCCO2)cc1OC (stereo unspecified)	1	2	-14	-2	-9	9	-5.1	-0.5	1	-3
CCC(=O)N1CCN(c2ccccc2NC(=O)COc2cc(C)ccc2C(C)C)CC1	-9	-2	-2	-1	6	-1	-2.4	0.3	-5	-3
Cc1cccc(OCC(=O)Nc2nnc(S(=O)(=O)N3CCC(C)CC3)s2)c1	14	.	-13	2	-6	-3	0.7	-0.5	.	0
CCCCn1c(SCC(=O)NCc2ccco2)nc2cc(S(N)(=O)=O)ccc21	-4	-3	-1	-1	-8	-1	-3.6	-1.5	.	0
COc1ccc(C(=O)N2c3ccc(F)cc3CCC2C)cc1OC (stereo unspecified)	3	-12	0	2	-3	-3	-1.0	.	-12	-5
O=C(NCCCNC(=O)c1ccco1)c1ccc(Cl)cc1	0	-4	-4	1	4	1	-1.3	-2.2	.	0
COc1cc(/C=N/Nc2snc(SC)c2C#N)cc(OC)c1OC	-9	-5	-5	1	0	-1	2.0	-3.7	-8	-1
CC(=O)c1c(C)[nH]c(C(=O)OC(C)C(=O)Nc2ccc(C)c(S(=O)(=O)N3CCOCC3)c2)c1C (stereo unspecified)	-11	.	6	2	2	0	-2.8	-1.8	-1	-3
O=Cc1c(N2CCC3(CC2)OCCO3)nc2ccccn2c1=O	-6	.	-3	2	4	9	-2.4	-1.4	.	1
C=CCn1c(CNC(=O)c2cccs2)nnc1SCC(=O)c1ccc(Br)cc1	-9	.	1	4	1	3	-2.0	-1.1	-9	.
Cc1sc(NC(=O)CCS(=O)(=O)c2ccccc2)c(C#N)c1C	1	-4	10	0	4	-3	1.3	0.1	5	-2
CCC(C)NS(=O)(=O)c1ccc(OCC(=O)NCC2CCCO2)cc1 (stereo unspecified)	-3	-3	1	-4	2	1	0.9	-2.0	7	.
COc1cc(C(C(=O)NC(C)(C)C)N(C(=O)CNC(=O)c2cccs2)c2ccccc2)cc(OC)c1OC (stereo unspecified)	-6	-1	.	6	-5	-6	3.7	-1.6	-3	.
COC(=O)/C=C1/SC(=NC(=O)c2ccc(Cl)cc2)NC1=O	-22	-4	5	4	2	-1	0.8	-2.2	10	2
COc1ccc(N(CC(=O)NC(C)(C)C)C(=O)CCC(=O)Nc2nccs2)c(OC)c1	-10	-6	-4	2	10	-3	0.4	-1.9	-3	-3
CCn1c(COc2cccc(C)c2)nnc1SCC(=O)N1CCCC1	2	-1	-1	0	2	1	1.0	-0.1	.	.
CCOCCCN(C(=O)CNC(=O)c1ccco1)C(C(=O)NC1CCCC1)c1cccc(OC)c1 (stereo unspecified)	-1	15	4	-1	2	-5	1.3	-2.3	1	0
Cc1cc(-c2c(C)[nH]n(-c3ccccc3)c2=O)n(-c2ccccc2)n1	0	-3	15	-2	0	-3	-0.3	-0.6	4	5
COc1ccc(-c2c3c(=O)n(C)c(=O)n(C)c3cn2-c2cc(OC)ccc2OC)cc1	1	-1	17	1	-5	-6	0.0	-0.6	-6	.
CCc1cc(=O)oc2cc(C)cc(OC(C)C(=O)NCCN3CCOCC3)c12 (stereo unspecified)	1	-3	0	-3	-4	9	-1.9	-1.7	10	-1
CC(CC(=O)N1CCN(S(=O)(=O)c2ccc(Cl)cc2)CC1)n1cncn1 (stereo unspecified)	5	-3	4	-4	4	-1	2.9	-0.3	5	-3
COc1ccc(/C=C/c2nc3ccccc3n2C)cc1	-2	-5	7	4	1	10	29	-1.9	-35	-17
O=C(Nc1ccc(Cl)c(Cl)c1)Nc1ccc(N2CCCC2)c(S(=O)(=O)Nc2ccccc2Cl)c1	1	-4	-1	2	-4	-6	-0.1	-3.8	-72	-16
COc1ccc(C(=O)NCC(=O)N2CC=C(c3ccccc3)CC2)cc1OC	-5	-1	19	-3	6	-2	-0.4	-1.0	-5	0
Cc1ccc(C)c(OCC(=O)Nc2ccc3c(c2)OCO3)c1	-19	-3	-3	1	-1	-12	-1.9	-1.0	24	11
O=C(O/N=C1\CCCc2ccccc21)c1cccc(Cl)c1	-2	.	7	2	2	-2	0.2	-2.1	27	-2

Some of the entries so far, with values under each structure.
Values run as follows: dFosB activator | CAL PDZ FP-1 | Rtt109 HAT inh | V-ATPase pHluor | Tat export inh | RTF Ca sens act | CDK5 p35 inh | CAL PDZ FP-2 | MITF act | Wnt act
- Cc1ccsc1C(=O)N/N=C/C=C/c1ccccc1[N+](=O)[O-]
→ -1 | 79* | 2 | 2 | -8 | 5 | -0.4 | -1.4 | 44 | .
- COc1ccc(C(C#N)CCC2OCCO2)cc1OC (stereo unspecified)
→ 1 | 2 | -14 | -2 | -9 | 9 | -5.1 | -0.5 | 1 | -3

Next section.
SMILES	dFosB activator	CAL PDZ FP-1	Rtt109 HAT inh	V-ATPase pHluor	Tat export inh	RTF Ca sens act	CDK5 p35 inh	CAL PDZ FP-2	MITF act	Wnt act
COc1ccc(-c2nn(CCC#N)cc2C=C(C#N)C#N)cc1	-11	62*	3	-6	0	1	0.6	-2.3	0	7
COc1ccccc1Nc1nc(N)nc(CSC(=S)N2CCCCC2C)n1 (stereo unspecified)	-9	-1	-4	-1	13	2	1.2	0.1	6	.
O=C(O)c1ccc(C=NNC(=O)c2cccc3ccccc23)cc1	-1	-1	-5	-4	14	-2	-0.7	-0.5	1	-7
CCOc1ccc(S(=O)(=O)N2CCN(C(=O)c3ccc(C)c(S(=O)(=O)N4CCOCC4)c3)CC2)cc1	-13	.	0	-1	-3	-3	-3.4	0.2	-18	-4
O=C1C=C(O)c2[nH]c(=O)ccc2C1=O	-11	-2	2	2	-4	0	-1.5	-1.9	7	-4
Cc1ccc2c(=O)cc(C(=O)NCCc3ccc(S(N)(=O)=O)cc3)oc2c1C	-5	-4	-1	-2	4	-3	1.3	-0.1	-11	0
CC(=O)Nc1cccc(N2C(=O)CC(Cc3ccccc3)C2=O)c1 (stereo unspecified)	-3	-4	0	.	3	8	0.4	-0.7	-14	.
COc1ccc(NC(=O)C2C3C=CC(C3)C2C(=O)NCc2ccccn2)c(OC)c1 (stereo unspecified)	0	-4	-6	4	-6	2	-4.7	-2.3	0	3
CC(C)(C)[C@H]1C=C(C(=O)NC2CC2)O[C@@H](OCc2ccc(CO)cc2)C1	-9	-1	0	2	-4	7	-2.9	0.5	-2	1
COCCN(Cc1ccccc1)C(=S)Nc1ccc(Cl)cc1	-15	0	0	-1	3	-2	0.0	-0.2	11	1
COC(=O)c1cc(NC(=O)Nc2ccccc2OC)cc(C(=O)OC)c1	-1	-2	7	3	-2	3	-0.9	-2.3	.	-6
CC(C)(C)NC(=O)CSc1nnc(NC(=O)CCn2cnc3ccccc3c2=O)s1	-4	3	-1	1	6	-5	-1.2	-0.3	0	.
COc1ccc(CNC(=O)CN(C(=O)CCC(=O)Nc2ccccn2)c2cccc(C)c2)cc1	-7	-4	1	0	0	4	-0.2	-0.4	-7	-1
N#CCSc1nccc(/C=C/c2ccccc2)n1	-18	2	3	1	0	4	-1.2	-0.8	6	-2
CCOc1ccc(OCC)c(S(=O)(=O)NCc2ccc3c(c2)OCO3)c1	-7	-3	1	-1	-2	7	0.1	-0.3	3	-4
CC(C)n1nnnc1SCC(=O)Nc1ccccc1F	5	1	3	-2	0	-2	-1.0	-2.7	-1	2
CN1N=C(C(=O)Nc2ccc3c(c2)CCC3)CCC1=O	-3	.	2	3	10	0	-4.0	-1.0	58	?
O=C(NCCCN1CCOCC1)c1cccc(S(=O)(=O)Nc2cc(Cl)ccc2Cl)c1	2	38*	.	1	-9	0	-3.0	-0.5	3	-1
CCN(CC)C(=O)c1ccc(COc2ccccc2Cl)o1	-1	3	-4	4	-2	1	2.0	-1.2	12	-1
Cc1c(CN2CCC(n3nccc3NC(=O)CCc3ccccc3)CC2)cnn1C	-2	-4	-5	0	1	-6	1.2	-1.8	-15	0
CC(=O)Nc1ccc2c(c1)N(C(C)=O)c1ccccc1CC2	5	-5	4	0	-2	1	-0.1	-1.1	5	0
Cc1cc(C)n2ncc(C(=O)Nc3ccc4c(c3)OCO4)c2n1	-5	0	1	4	0	2	0.0	0.0	14	.
COC(=O)c1cc(S(=O)(=O)N2CCN(C(=O)c3ccco3)CC2)cn1C	-1	-4	-11	-2	-2	-1	0.2	-1.1	0	1
CC(C)CC1Nc2ncnc(N3CCN(c4ccccn4)CC3)c2N(Cc2ccc(Cl)cc2)C1=O (stereo unspecified)	-6	-3	-1	-2	13	0	-1.0	-0.4	6	-2&-1
COc1cc(C(=O)N(C)CCOc2ccccc2)ccc1OCC(=O)Nc1cccc(C(F)(F)F)c1	-16	-3	-8	0	17	-5	1.2	-1.7	-12	-4
Cc1ccc(C)c(N(C(=O)c2csnn2)C(C(=O)NC2CCCC2)c2cccnc2)c1 (stereo unspecified)	-3	-1	0	2	1	7	-7.1	-3.2	-2	3
Cc1ccnc(NS(=O)(=O)c2ccc(NC(=O)Cc3ccc(Cl)cc3)cc2)n1	-5	.	-4	-2	-3	1	0.9	-1.1	1	-1
CC(C)CN(C(=O)CCC1CCCCC1)c1c(N)n(CC(C)C)c(=O)[nH]c1=O	4	-6	3	0	-5	-7	0.0	-2.2	-3	-3
c1ccc(CNc2ncnc3c2cnn3Cc2ccccc2)cc1	-2	-3	.	-2	-5	2	0.4	-3.9	-25	-4
CC(C)c1ccc(NC(=O)CNC(=O)Cn2cnc3ccccc3c2=O)cc1	-10	-2	.	1	-5	0	-2.5	-0.8	12	-5

No enrichment for hits. Share with any hit: about 4.1%.
